Screening results: PubChem BioAssay, several laboratories
MC4R antagonist – MC4R antagonists of cAMP signaling, primary screen, cell-based, TR-FRET, antagonist arm of biased-ligand search. Melanocortin receptor 4 (Homo sapiens), P32245. MC4R-expressing cells, MTII-stimulated cAMP, LANCE TR-FRET. inhibition, % at 6.5 µM. hit rate 0.48% among 360,000;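 active means inhibition above its plate's cutoff, the mean of tested wells on that plate plus 3 SD, cut at about 29% in these data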;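 further: 0% = Melanotan II alone and 100% = Melanotan II plus saturating MCL0020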
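System: U2OS cells stably expressing human melanocortin 4 receptor (MC4R). Reagent: Melanotan II challenge after compound preincubation. Doses: 6.5 µM. Times: 30-min compound, 1-h challenge, 1-h detection, room temperature. Measured by: TR-FRET with Eu-cAMP and labeled anti-cAMP, 671 nm. Replicates: singlicate.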
TLR9-MyD88 inh – inhibitors of TLR9-MyD88 association in cells, primary screen, cell-based, CHO, BLA complementation, fluorescence. CCF4 FRET ratio. AID 504734, 2011. inhibition, % at 4.98 µM. Toll-like receptor 9 (Homo sapiens) + Myeloid differentiation primary response protein …. hit rate 0.21% among 340,000;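 active means inhibition above the mean over all tested compounds plus 3 SD, cut at about 21% in these data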;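 further: 0% = DMSO only wells and 100% = clavulanate BLA inhibitor control wells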
N-glyco inh – increase of ERlucT glycosylation luciferase signal, primary screen, N-linked glycosylation inhibitor project, D54 ERlucT cells, luminescence, set 2; hit rate 0.23% among 360,000; D54 ERlucT glycosylation luciferase reporter, 24 h; percent of 100 nM tunicamycin response; reporter increase, % at 12.5 µM;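 active means mean luciferase reporter signal, scaled so untreated is 0 and the glycosylation-blocking control 100, at or above a set limit in every replicate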;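 further: luciferase carries N-glycosylation sites so blocking glycosylation raises the light; 0% = median of neutral control wells and 100% = median of 100 nM tunicamycin wells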
MC4R ag barr – MC4R agonists recruiting beta-arrestin, primary screen, cell-based, luminescence, agonist arm of biased-ligand search; hit rate 0.98% among 360,000; U2OS MC4R beta-arrestin complementation; percent of melanotan II response, DMSO zero; AID 540308, 2011; Melanocortin receptor 4 (Homo sapiens), P32245; activation, % at 8.9 µM;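 active means activation above a per-plate cutoff, the mean activation of sample wells on that plate plus 3 SD, cut at about 8% in these data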
NOD2-RIPK2 inh – NOD2-RIPK2 binding disruptors in cells, primary screen, fluorescence, CHO cells, BLA complementation; Receptor-interacting serine/threonine-protein kinase 2 (Homo sapiens), O43353; AID 624267, 2012; hit rate 0.38% among 360,000; CCF4 ratio; inhibition, % at 4.98 µM; in the data active means inhibition above about 21%;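 further: 0% = vehicle only and 100% = reference blocker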
Target sequence (O43353 whole entry, looked up): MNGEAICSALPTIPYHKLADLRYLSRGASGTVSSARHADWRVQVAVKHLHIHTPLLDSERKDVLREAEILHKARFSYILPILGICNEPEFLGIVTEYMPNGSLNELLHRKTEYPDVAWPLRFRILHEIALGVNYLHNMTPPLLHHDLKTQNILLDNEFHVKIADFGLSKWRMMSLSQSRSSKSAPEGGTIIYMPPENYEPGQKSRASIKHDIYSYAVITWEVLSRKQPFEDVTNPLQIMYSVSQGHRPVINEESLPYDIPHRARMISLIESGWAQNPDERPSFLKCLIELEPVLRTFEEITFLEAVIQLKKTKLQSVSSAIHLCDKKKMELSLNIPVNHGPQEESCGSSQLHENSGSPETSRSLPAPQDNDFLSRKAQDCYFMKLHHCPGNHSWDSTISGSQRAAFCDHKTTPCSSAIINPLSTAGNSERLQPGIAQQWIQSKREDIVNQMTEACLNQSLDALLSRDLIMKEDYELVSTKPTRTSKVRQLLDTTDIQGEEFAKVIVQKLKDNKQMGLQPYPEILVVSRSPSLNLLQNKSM
H9c2 protect – cardioprotection against H2O2-induced cell death, primary screen, uHTS, H9c2 cells, ATPLite luminescence; H9c2 cardiomyocytes, H2O2 injury protection, 2 h; protection from H2O2 cell death, % at 20 µM; hit rate 0.63% among 360,000; AID 588492, 2011;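 active means compounds giving at least 50% protection of heart cells from peroxide-induced death in the single-dose screen, raw or plate-pattern-corrected value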;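 further: 0% = DMSO wells with peroxide and 100% = DMSO wells without peroxide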
ABCB6 inh MLPCN – ABCB6 transporter inhibitors, primary screen, K562-ABCB6 cells, flow cytometry, MLPCN library | ATP-binding cassette sub-family B member 6 (Homo sapiens), Q9NP58 | K562-ABCB6 porphyrin accumulation, 1 h; active compounds read low | fluorescence ratio to DMSO, % at 10 µM | hit rate 0.19% among 360,000;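 active means fluorescence ratio to DMSO below 75%, the collection mean minus 3 SD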;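 further: signal is porphyrin accumulated inside mitochondria; 100% equals median channel fluorescence of DMSO control wells; lower ratio means ABCB6 inhibition with less porphyrin fluorescence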
NCOA2 inhibitor – inhibition of GAL4-SRC2 driven luciferase reporter, primary screen, SRC2 inhibitor project, cell-based, luminescence | AID 651957, 2012 | hit rate 0.17% among 370,000 | HEK293 GAL4-SRC2 luciferase reporter | Nuclear receptor coactivator 2 (Homo sapiens), Q15596 | inhibition, % at 9 µM;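 active means inhibition above the mean inhibition of all tested compounds plus 3 SD, set per campaign, cut at about 52% in these data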;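 further: 0% = DMSO treated cells and 100% = cells given Gossypol at 36 µM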
HTR2A ag – mouse Htr2a agonists via beta-arrestin recruitment, primary screen, cell-based, luminescence; 5-hydroxytryptamine receptor 2A (Mus musculus), P35363; hit rate 0.66% among 360,000; activation, % at 7.6 µM; CHO-K1 mHTR2A beta-arrestin complementation; percent of 30 µM serotonin response;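 active means activation above a run cutoff, the mean activation of all tested compounds plus 3 SD, cut at about 14% in these data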;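 further: 0% = plate median of compound wells and 100% = 30 µM serotonin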
Target sequence (P35363 whole entry, looked up): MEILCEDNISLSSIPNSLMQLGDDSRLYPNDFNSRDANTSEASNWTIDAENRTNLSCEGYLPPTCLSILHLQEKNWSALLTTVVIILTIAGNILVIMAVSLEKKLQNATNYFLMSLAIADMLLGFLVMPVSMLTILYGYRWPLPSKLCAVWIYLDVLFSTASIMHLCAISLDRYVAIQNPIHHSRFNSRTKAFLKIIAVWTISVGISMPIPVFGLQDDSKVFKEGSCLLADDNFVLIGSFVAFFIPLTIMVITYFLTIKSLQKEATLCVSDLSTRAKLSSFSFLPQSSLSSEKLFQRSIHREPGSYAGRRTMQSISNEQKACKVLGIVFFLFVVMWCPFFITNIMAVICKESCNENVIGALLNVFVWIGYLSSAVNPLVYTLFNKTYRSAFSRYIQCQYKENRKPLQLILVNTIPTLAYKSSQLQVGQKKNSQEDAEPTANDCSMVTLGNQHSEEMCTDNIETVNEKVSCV
ABHD5-PLIN5 inh – ABHD5-PLIN5 interaction inhibitors, primary screen, cell lysate, split luciferase complementation, luminescence; inhibition, % at 4 µM; hit rate 0.78% among 360,000; Perilipin-5 (Homo sapiens) + 1-acylglycerol-3-phosphate O-acyltransferase ABHD5 (Homo …; Split G. princeps luciferase complementation, 4 h; AID 602281, 2012;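 active means inhibition above the mean inhibition across every tested compound plus 3 SD, cut at about 22% in these data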;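 further: 0% = DMSO only wells and the 100% control is not disclosed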
Numbers without * were called inactive; nt = not tested or not shown.

Values run as follows: MC4R antagonist	TLR9-MyD88 inh	N-glyco inh	MC4R ag barr	NOD2-RIPK2 inh	H9c2 protect	ABCB6 inh MLPCN	NCOA2 inhibitor	HTR2A ag	ABHD5-PLIN5 inh
[1] COc1ccc(-c2nnc(SCC(=O)c3cccs3)o2)c(OC)c1
    -10.1	-0.7	-0.6	-0.3	-2.8	-7.8	111.0	-55.9	1.6	1.4
[2] Cc1onc(-c2ccccc2)c1C(=O)OCC(=O)Nc1ccc(OC(F)(F)F)cc1
    10.3	2.2	-2.4	2.3	3.2	-14.7	94.0	15.0	-3.9	-4.5
[3] COC(=O)C1CC2=C(CCCC2=O)N(c2ccccc2)C1=O (stereo not given)
    2.5	-7.2	-1.2	0.5	-12.0	1.2	97.0	-2.9	-2.7	-4.1
[4] CC(=O)Nc1ccc(S(=O)(=O)NNC(=O)C(=O)NNc2ccccn2)cc1
    11.9	-2.1	0.6	0.9	-20.2	4.4	110.0	-26.7	-2.7	-1.5
[5] COc1ccc(S(=O)(=O)N2CCN(C(=O)c3ccc([N+](=O)[O-])o3)CC2)cc1
    12.6	9.6	6.2	0.9	3.4	2.8	96.0	-6.4	9.9	7.2
[6] Cc1cccc(N2CCN(C(=O)Cn3sc4nc(C)cc(C)c4c3=O)CC2C)c1 (stereo not given)
    2.6	16.3	-1.2	0.5	22.9*	-31.5	91.0	nt	6.2	82.4*
[7] Cn1ccnc1SCC(=O)c1ccc(Br)cc1
    23.6	-13.1	-0.5	1.4	-1.2	2.7	108.0	-34.2	3.7	-5.4
[8] CNC(=S)N(CCc1c(C)[nH]c2ccc(OC)cc12)Cc1cc(OC)c(OC)c(OC)c1
    4.4	8.9	0.8	-0.5	5.6	9.6	95.0	-45.0	7.1	-9.6
[9] COc1ccccc1OCC(=O)NCc1ccco1
    1.1	0.2	-0.1	0.2	2.9	12.4	103.0	-12.9	-1.3	1.8
[10] CCOc1ccc(N2C(=O)c3ccc(C(=O)OCC(=O)N(CC)C4CCS(=O)(=O)C4)cc3C2=O)cc1 (stereo not given)
    9.1	-1.0	2.3	-0.2	4.0	0.0	100.0	12.7	-2.7	-5.6
[11] C=CCNC(=O)C(=O)NCC1CCCN1CC (stereo not given)
    6.7	-2.8	2.3	-2.8	1.1	9.7	99.0	8.1	2.8	1.0
[12] CC(C)C1Cc2c(sc3ncnc(NN)c23)CO1 (stereo not given)
    -1.2	1.1	0.8	0.8	0.1	18.7	91.0	1.8	-1.3	-13.1
[13] CCC(c1nnc(SCC(=O)Nc2cccc(S(N)(=O)=O)c2)n1Cc1ccccc1)N(C)C (stereo not given)
    -2.3	3.9	2.3	-1.7	3.5	-4.9	103.0	9.7	-0.1	6.4
[14] O=C(OCC(=O)c1c[nH]c2ccccc12)C1=COCCO1
    -2.9	-4.7	-1.3	-2.7	-9.0	5.0	103.0	-47.5	-1.2	-4.0
[15] C=CCn1c(SCC(=O)N(C(C)CC)C2CCS(=O)(=O)C2)nc2ccccc2c1=O (stereo not given)
    4.1	-9.8	1.9	-1.4	-2.6	3.6	97.0	-18.7	7.4	-0.8
[16] CCOC(=O)N1CCC(NCCNC(=O)c2cccs2)CC1
    0.0	-3.1	0.3	0.3	-0.8	-2.4	100.0	-12.2	10.4	1.7
[17] COc1cc(O)cc(O)c1C(=O)/C=C/c1ccccc1
    -18.7	7.8	19.5	-3.6	3.6	-7.2	100.0	29.2	-1.9	11.6
[18] Fc1cccc(Cc2noc(CN3CCN(C4CCc5ccccc5C4)CC3)n2)c1 (stereo not given)
    19.8	-17.7	0.1	0.7	5.3	0.2	105.0	15.5	-3.6	2.2
[19] CC(=O)Nc1ccc(NC(=O)CSc2nc3nc(C)cc(C)c3c(=O)[nH]2)cc1
    4.6	-1.3	3.9	-1.2	-10.6	0.7	100.0	-23.2	3.9	15.0
[20] OC[C@@H]1[C@@H](c2ccc(F)cc2)C(c2cccc(Cl)c2)=NN1c1ccccc1
    19.3	1.8	-3.0	0.6	29.4*	-12.0	101.0	0.4	-0.3	-9.7
[21] O=C(NCc1ccco1)c1cccnc1-c1nc2ccccc2s1
    9.1	3.3	-1.2	3.8	-2.1	7.4	99.0	10.9	-1.2	-3.7
[22] Cc1cccc(OCCCCCn2ccnc2)c1C
    -0.9	-0.3	-0.2	-0.7	-4.3	-4.3	98.0	3.6	-2.5	-0.9
[23] Cc1cccc(CCNS(=O)(=O)c2ccc3c(c2)NC(=O)CO3)c1
    6.6	1.1	0.8	-1.0	19.1	-6.9	100.0	-13.7	2.2	5.8
[24] Cc1ccc(NC(=O)COC(=O)Cn2ccc(C(F)(F)F)n2)cc1Cl
    8.4	-23.0	0.0	5.5	-8.8	17.6	106.0	-4.0	-5.6	5.0
[25] O=C(CSc1nnc(COc2ccccc2F)n1-c1ccccc1)NC1CCS(=O)(=O)C1 (stereo not given)
    2.7	-2.3	1.0	-2.1	1.2	-1.3	96.0	4.3	-5.4	-0.1
[26] CCOC(=O)C(=O)NCC(c1cccs1)S(=O)(=O)c1ccc(F)cc1 (stereo not given)
    5.2	-3.6	0.0	-2.1	-6.6	9.3	95.0	-3.9	4.8	1.8
[27] Cc1ccccc1NC(=S)N(Cc1cccs1)C1CCCCC1
    -2.2	-17.8	0.7	0.7	-1.6	-2.4	95.0	-6.9	12.1	-0.3
[28] Cc1oc(-c2ccc(Cl)cc2)nc1CN1CCC(C(=O)N2CCc3ccccc3C2)CC1
    11.5	-7.3	-5.4	0.2	-5.2	-7.2	94.0	nt	-6.6	12.3
[29] Cc1ccc(N(C=NC#N)CC(=O)N2CCN(c3ccccc3)CC2)cc1
    1.3	0.7	0.1	0.4	-1.2	5.5	115.0	-11.0	-1.9	-0.2
[30] C/C=C/c1cc(CN2CCN(c3ccccc3)CC2)c(O)c(OC)c1
    -1.7	-9.9	-13.6	-2.5	-1.5	3.9	96.0	3.1	-2.6	4.8

Of the compounds above, 6 have an aryl methoxy group:
Values run as follows: MC4R antagonist	TLR9-MyD88 inh	N-glyco inh	MC4R ag barr	NOD2-RIPK2 inh	H9c2 protect	ABCB6 inh MLPCN	NCOA2 inhibitor	HTR2A ag	ABHD5-PLIN5 inh
[1] COc1ccc(-c2nnc(SCC(=O)c3cccs3)o2)c(OC)c1
    -10.1	-0.7	-0.6	-0.3	-2.8	-7.8	111.0	-55.9	1.6	1.4
[5] COc1ccc(S(=O)(=O)N2CCN(C(=O)c3ccc([N+](=O)[O-])o3)CC2)cc1
    12.6	9.6	6.2	0.9	3.4	2.8	96.0	-6.4	9.9	7.2
[8] CNC(=S)N(CCc1c(C)[nH]c2ccc(OC)cc12)Cc1cc(OC)c(OC)c(OC)c1
    4.4	8.9	0.8	-0.5	5.6	9.6	95.0	-45.0	7.1	-9.6
[9] COc1ccccc1OCC(=O)NCc1ccco1
    1.1	0.2	-0.1	0.2	2.9	12.4	103.0	-12.9	-1.3	1.8
[17] COc1cc(O)cc(O)c1C(=O)/C=C/c1ccccc1
    -18.7	7.8	19.5	-3.6	3.6	-7.2	100.0	29.2	-1.9	11.6
[30] C/C=C/c1cc(CN2CCN(c3ccccc3)CC2)c(O)c(OC)c1
    -1.7	-9.9	-13.6	-2.5	-1.5	3.9	96.0	3.1	-2.6	4.8

New compounds follow.
Values run as follows: MC4R antagonist	TLR9-MyD88 inh	N-glyco inh	MC4R ag barr	NOD2-RIPK2 inh	H9c2 protect	ABCB6 inh MLPCN	NCOA2 inhibitor	HTR2A ag	ABHD5-PLIN5 inh
[31] CN(C(=O)COC(=O)c1ccccc1Nc1ccccc1)C1CCS(=O)(=O)C1 (stereo not given)
    4.7	2.6	-0.3	1.9	-3.9	-0.9	98.0	-11.9	4.7	8.8
[32] CCOC(=O)[C@]12CCCC=C1N(Cc1ccc3c(c1)OCO3)C(=O)[C@H](CC(=O)NCc1cccs1)C2
    nt	nt	nt	nt	-3.5	nt	97.0	-7.5	23.4*	4.3
[33] Cc1c(C#N)c2ccccc2n1CC(=O)NC(C)c1ccccc1 (stereo not given)
    3.7	2.9	1.0	-0.3	8.6	2.8	97.0	7.1	3.7	-2.7
[34] COc1ccc(C2C(C(C)=O)=C(C)Nc3ncnn32)cc1OC (stereo not given)
    10.0	2.8	0.1	0.5	5.7	5.7	93.0	-13.1	1.0	0.8
[35] COc1cccc(N2CC(=O)N(NC(=O)c3sc4nc(C)cc(C)c4c3N)CC2=O)c1
    2.0	2.0	-1.9	-0.1	-4.4	0.3	99.0	9.3	0.5	3.5
[36] CC(C)(C)c1ccc(S(=O)(=O)NC(=O)C2(C)CCN2C(=O)Cc2cccs2)cc1 (stereo not given)
    6.3	nt	0.6	-2.0	6.5	-1.8	95.0	-17.8	-1.2	3.6
[37] O=C(CC1CCCCC1)Nc1nc2ccccc2s1
    7.6	-5.6	-5.5	1.5	-3.3	-6.7	83.0	-32.7	1.4	-6.7
[38] CCn1cc(/C=C(\NC(=O)c2ccc(OC)c(OC)c2)C(=O)NCCCO)c2ccccc21
    17.5	-12.9	2.0	-1.8	3.6	-5.5	103.0	12.3	1.3	1.4
[39] COc1ccc(Nc2nc3ccccc3nc2NS(=O)(=O)c2ccc(NC(C)=O)cc2)cc1
    27.5	-3.1	0.4	-1.6	-6.9	-8.1	100.0	-33.3	-2.2	9.2
[40] CC(C)C(=O)NCCc1nc2ccccc2n1CCOc1ccccc1
    13.2	2.8	-1.6	-2.0	-3.5	-0.9	94.0	8.0	-4.7	-0.7
[41] COc1ccccc1-c1oc2ccccc2c1C#CCO
    -0.4	3.1	-1.8	-0.5	1.1	3.9	92.0	-8.7	0.6	8.0
[42] CCN=C1SC(CC(=O)NCC)C(=O)N1CC (stereo not given)
    5.1	-13.3	0.7	-0.8	0.8	1.2	94.0	-23.1	-4.8	6.1
[43] NC(=O)C1CCN(C(=S)c2ccc(-c3ccc(Br)cc3)o2)CC1
    -10.9	nt	-0.1	-2.2	-1.3	-4.3	95.0	-13.1	-7.2	-1.2
[44] COc1cc2c(cc1OC)C(=O)N1[C@H]3c4ccccc4OC[C@@H]3[C@H](c3ccccc3)[C@]1(C)C(=O)N2
    12.2	-0.3	41.1*	0.1	1.2	6.1	98.0	12.5	-0.5	-1.5

The list is partial, so the mix of outcomes need not match the whole.
